High-throughput results (PubChem)
Bcl-XL Bim block = inhibitors of Bim-Bcl-XL interaction, human. Q07817. Bim peptide-Bcl-XL binding, bead flow cytometry, fluorescence. inhibition, % at 10 µM. 190,000 compounds, 0.04% hits. AID 1007
RGS7-Gao = human RGS7-Galphao interaction regulation; AID 1439; 220,000 compounds, 0.35% hits; Multiplexed bead flow cytometry, RGS7-Galphao binding; actives lie on both sides; P09471; binding response (% of control), % at 10 µM; in the data active = binding response below about 49% or above about 150%; inconclusive = no clear call, values can overlap the other calls; inactive = in between;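 note: fluorescent Galphao held in activated GDP-AlF4 state binding bead-coupled RGS7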
Bim-Bfl-1 = disrupts Bim binding to human Bfl-1; Q16548; Bead-based flow cytometry, Bim-Bfl-1 binding inhibition; inhibition, % at 10 µM; 190,000 compounds, 0.12% hits; AID 1008;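 note: 0% = wells without compound plus tracer and 100% = blocker peptide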
Bim-Bcl-B = disrupts Bim peptide binding to human Bcl-B; Q9HD36; bead-based flow cytometry; inhibition, % at 10 µM; 190,000 compounds, 0.073% hits; AID 951;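 note: 0% = tracer peptide without compound and 100% = reference inhibitor peptide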
ABCB1 inh = inhibitors of human ABCB1 transporter, ABCG2 counter-screen | P08183 | CCRF-Adr cells, JC-1 efflux, flow cytometry | inhibition, % at 6.6 µM | 190,000 compounds, 0.067% hits | AID 1326; in the data active = inhibition above about 40%;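 note: 0% = vehicle and 100% = reference inhibitor; higher value means more JC-1 retained so stronger ABCB1 efflux block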
Target sequence (P08183 whole entry, looked up): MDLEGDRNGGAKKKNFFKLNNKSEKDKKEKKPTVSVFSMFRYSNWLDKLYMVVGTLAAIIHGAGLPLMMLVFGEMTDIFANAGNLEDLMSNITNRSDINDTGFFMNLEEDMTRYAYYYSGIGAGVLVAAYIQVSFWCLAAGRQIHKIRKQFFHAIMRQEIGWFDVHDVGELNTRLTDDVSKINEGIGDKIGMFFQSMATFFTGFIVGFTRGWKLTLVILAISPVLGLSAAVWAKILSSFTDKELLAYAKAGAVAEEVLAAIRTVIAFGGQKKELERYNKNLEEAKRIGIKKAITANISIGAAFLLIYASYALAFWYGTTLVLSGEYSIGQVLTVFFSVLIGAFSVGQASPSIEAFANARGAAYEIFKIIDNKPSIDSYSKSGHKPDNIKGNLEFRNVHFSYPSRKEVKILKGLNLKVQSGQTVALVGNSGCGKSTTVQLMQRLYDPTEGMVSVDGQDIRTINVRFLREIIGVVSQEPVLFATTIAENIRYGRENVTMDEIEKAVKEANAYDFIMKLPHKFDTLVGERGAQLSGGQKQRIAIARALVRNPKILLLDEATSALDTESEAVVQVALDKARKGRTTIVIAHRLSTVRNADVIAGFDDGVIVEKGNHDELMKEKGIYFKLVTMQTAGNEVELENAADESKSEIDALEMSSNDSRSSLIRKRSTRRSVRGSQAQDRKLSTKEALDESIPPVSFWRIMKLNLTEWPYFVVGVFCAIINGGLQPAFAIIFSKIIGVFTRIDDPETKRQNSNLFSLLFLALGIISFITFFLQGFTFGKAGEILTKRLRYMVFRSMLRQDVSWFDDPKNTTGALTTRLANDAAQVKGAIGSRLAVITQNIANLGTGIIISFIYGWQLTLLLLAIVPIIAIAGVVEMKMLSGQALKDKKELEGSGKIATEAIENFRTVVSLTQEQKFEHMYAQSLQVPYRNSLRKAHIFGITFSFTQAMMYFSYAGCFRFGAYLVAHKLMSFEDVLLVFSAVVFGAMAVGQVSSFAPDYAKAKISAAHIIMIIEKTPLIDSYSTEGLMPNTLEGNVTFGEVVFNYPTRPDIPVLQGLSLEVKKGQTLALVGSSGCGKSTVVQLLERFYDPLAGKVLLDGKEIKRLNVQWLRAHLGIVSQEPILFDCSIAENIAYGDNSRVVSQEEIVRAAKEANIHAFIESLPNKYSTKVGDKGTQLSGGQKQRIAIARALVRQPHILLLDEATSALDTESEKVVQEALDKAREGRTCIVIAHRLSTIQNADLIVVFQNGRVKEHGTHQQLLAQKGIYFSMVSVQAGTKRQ
RGS8-Gao reg = human RGS8-Galphao interaction regulation; P09471; response (percent of control binding), % at 10 µM; AID 1423; multiplexed bead flow cytometry, RGS8-Galphao binding; actives lie on both sides; 220,000 compounds, 0.34% hits; in the data active = response below about 60% or above about 140%; inactive = in between;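 note: Galphao activated as the GDP aluminium fluoride complex binding bead-coupled RGS8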
RGS4-Gao reg = modulates binding of RGS4 to human Galphao; Multiplexed bead flow cytometry; actives lie on both sides; binding response (% of control), % at 10 µM; 220,000 compounds, 0.33% hits; in the data active = binding response below about 49% or above about 150%; inactive = in between;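 note: fluorescent Galphao activated with aluminum fluoride binding bead-coupled RGS4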
ABCG2 block = blocks JC-1 efflux by human ABCG2 transporter. Q9UNQ0. AID 1325. 190,000 compounds, 0.1% hits. IgMXP3 cells, flow cytometry. inhibition, % at 6.6 µM;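 active = inhibition above 80%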;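 note: 0% = DMSO and 100% = nicardipine control wells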
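System: two drug-resistant human cell lines, ABCG2 and ABCB1; controls: nicardipine high and DMSO low controls; times: 10 min exposure at 25 °C with rotation, no wash; detection: flow cytometry of retained JC-1 fluorescence; read-out basis: percent efflux inhibition, scaled nicardipine 100% to DMSO 0%; doses: one concentration, 6.6 µM final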
Bim-Bcl-2 = inhibitors of Bim-Bcl-2 interaction, human. P10415. Bead-based flow cytometry, Bim peptide-Bcl-2 binding. inhibition, % at 10 µM. 190,000 compounds, 0.06% hits; in the data active = inhibition above about 40%; inconclusive = no clear call, values can overlap the other calls;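 note: 0% = no compound wells with probe peptide and 100% = reference peptide inhibitor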
GSH bead fluor = compound fluoresces at 488/530 nm on GSH beads | GSH beads flow cytometry, compound fluorescence 488/530 nm; hits give high values | fluorescence (KMESF) at 10 µM | 190,000 compounds, 0.25% hits | AID 1776; in the data active = fluorescence above about 89;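 note: glutathione beads carrying GST-tagged Bcl family fusion proteins plus one bare bead set; values are compound well signal with DMSO vehicle wells as background; inactives centre near 16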
Bim-Bcl-W = disrupts Bim peptide binding to human Bcl-W; inhibition, % at 10 µM; Q92843; bead-based flow cytometry; AID 952; 190,000 compounds, 0.02% hits;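 note: 0% = bound tracer without compound and 100% = peptide blocker; higher means less fluorescent Bim peptide bound to Bcl-W beads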
* marks the source's active call; other numbers are inactive results; ? = inconclusive; nt = no result given; [ ] = dose if it differs, or a comment. Cut-off read from the data, not from the text of the source, unless noted: active = inhibition above about 40%.

nr	compound	Bcl-XL Bim block	RGS7-Gao	Bim-Bfl-1	Bim-Bcl-B	ABCB1 inh	RGS8-Gao reg	RGS4-Gao reg	ABCG2 block	Bim-Bcl-2	GSH bead fluor	Bim-Bcl-W
1	CCSc1nnc(NC(=O)C2CCCCC2C(=O)OCC(F)(F)C(F)F)s1 (configuration not stated)	-18	105	-9	-7	0.8	102	104	2	-8	49	6
2	O=C(c1cccc(N2C(=O)C3C4C=CC(C4)C3C2=O)c1)N1CCCCCC1 (configuration not stated)	-5	97	-13	-5	0.4	99	100	2	-11	8	1
3	O=C(NCc1ccco1)c1ccc(Cn2cc([N+](=O)[O-])cn2)o1	-3	102	4	-2	-0.2	102	100	-1	1	15	0
4	NC(Cc1ccc(O)cc1)c1cn([C@@H](CCC(=O)O)C(=O)N2CCNCC2)nn1 (some centres not stated)	2	93	-4	-3	0.8	100	98	2	-1	20	-4
5	CC(=O)N1CCN(c2ccc(NC(=O)c3ccc4c(c3)OCCO4)cc2Cl)CC1	1	97	0	-1	1.0	93	97	3	2	34	3
6	Cc1cccc(C(=O)N[C@H](C(=O)Nc2ncc(C)s2)C(C)C)c1	-1	?	-4	-4	5.0	101	100	10	0	12	0
7	CN1CCN(CCCNC(=O)c2ccc(/C=C3/Sc4ccccc4N(Cc4cccc(Cl)c4)C3=O)cc2)CC1	-4	102	-2	-10	1.7	100	99	1	1	18	-4
8	O=C(Cc1c(F)cccc1Cl)Nc1ccncc1	1	99	-11	-4	0.1	101	104	1	-7	52	0
9	CSc1nc(Oc2ccc(=O)[nH]n2)nc(N(C)C)n1	-3	101	-7	-6	-0.1	102	104	0	-2	4	-2
10	O=c1c(C/C=C/c2ccccc2)c(O)ccn1Cc1cccc(Cl)c1	-4	98	-7	-3	0.5	100	94	9	-1	11	-3
11	CC1CC(C)CN(C(=O)c2ccc(N3CC4CC(C3)c3cccc(=O)n3C4)c([N+](=O)[O-])c2)C1 (configuration not stated)	-7	101	3	-5	nt	104	101	3	-4	9	-3
12	COC(=O)c1ccc(C(=O)OCCCc2nc3ccc(N)cc3[nH]2)cc1	0	102	1	-6	0.9	100	99	1	9	22	-1
13	COc1ccc(-n2c(CNC(=O)COc3ccc(Cl)cc3)n[nH]c2=S)cc1	0	103	4	1	-1.9	90	96	-13	3	13	-3
14	COCCNC(=O)Nc1ccc2c(c1)N(C)C(=O)c1ccccc1S2	0	98	-2	-3	0.6	100	98	5	-5	24	2
15	CCOC(=O)N1CCC(c2[nH][nH]c(=O)c2C)CC1	-9	104	-7	-40	-0.7	99	101	-1	-15	51	1
16	CCN(CC(=O)Nc1c(C(=O)OC)[nH]c2ccc(Cl)cc12)c1ccc2c(c1)OCO2	0	96	5	0	0.4	98	95	1	0	8	7
17	CCOC(=O)N1CCN(C(=O)c2ccc3c(c2)N(Cc2ccc(C)cc2)CCS3)CC1	-1	94	-1	-1	3.9	102	63	4	0	18	-1
18	CC(C)Nc1nc(NC(C)C)nc(OCCOC(=O)Nc2ccccc2)n1	-2	90	-12	-4	nt	98	92	nt	-3	18	1
19	O=C(CS(=O)(=O)c1c[nH]c2ccccc12)N1CCc2ccccc21	-5	100	-5	-6	0.5	99	99	3	-3	18	-2
20	CCC(C(=O)Nc1ccc2c(c1)OCCO2)c1ccccc1 (configuration not stated)	-3	88	-4	-5	1.2	92	87	14	-3	10	-1
21	Nc1ccc2oc(-c3ccccc3Cl)cc(=O)c2c1O	-4	167*[activator]	-1	-4	0.8	107	184*[activator]	11	2	18	0
22	Cn1cccc1/C=N/NC(=O)Cc1cccc2ccccc12	-2	112	-5	-2	0.9	105	110	11	-5	13	1
23	O=C(N/N=C/c1c[nH]c2ccccc12)c1cc(-c2cccc3ccccc23)n[nH]1	-10	101	-4	-9	-2.1	96	101	-15	-4	11	-4
24	CC1CCN(C(=O)CSc2nc3[nH]ncc3c(=O)[nH]2)CC1	-4	100	-2	0	-0.3	101	102	-2	0	14	-5
25	CC1(C)CC(n2c(NCCO)nc3c(c2=O)C2(CCCC2)Cc2ccccc2-3)CCO1 (configuration not stated)	0	102	-1	3	1.6	101	100	16	2	35	0
26	Cc1ccc(N(C(=O)CC2NC(=O)NC2=O)C2(C(=O)NC3CCCC3)CCCCC2)cc1 (configuration not stated)	-3	99	-3	-4	0.3	101	103	5	-4	25	2
27	Cn1c(Br)nc2c1c(=O)n(CC(O)COc1ccccc1)c(=O)n2C (configuration not stated)	-4	109	1	-1	0.3	103	106	1	0	5	-6
28	O=C(COC(=O)c1cccnc1)Nc1ccc(F)cc1	0	106	-3	-2	0.0	102	102	0	-2	23	-2
29	Cc1ccccc1Oc1ccc(S(=O)(=O)NCCC(=O)O)cc1	0	102	-1	1	0.3	99	99	2	-1	14	0
30	CC(=O)N1CCN(CC(O)COc2ccc(OCc3ccccc3)cc2)CC1 (configuration not stated)	-8	103	-20	-9	0.0	100	102	4	-10	24	-2

Molecules shown so far containing a COOH group (two):
nr	compound	Bcl-XL Bim block	RGS7-Gao	Bim-Bfl-1	Bim-Bcl-B	ABCB1 inh	RGS8-Gao reg	RGS4-Gao reg	ABCG2 block	Bim-Bcl-2	GSH bead fluor	Bim-Bcl-W
4	NC(Cc1ccc(O)cc1)c1cn([C@@H](CCC(=O)O)C(=O)N2CCNCC2)nn1 (some centres not stated)	2	93	-4	-3	0.8	100	98	2	-1	20	-4
29	Cc1ccccc1Oc1ccc(S(=O)(=O)NCCC(=O)O)cc1	0	102	-1	1	0.3	99	99	2	-1	14	0

With a hit mark in RGS4-Gao reg, of those listed so far:
item	SMILES	Bcl-XL Bim block	RGS7-Gao	Bim-Bfl-1	Bim-Bcl-B	RGS8-Gao reg	RGS4-Gao reg	ABCG2 block	Bim-Bcl-2	GSH bead fluor	Bim-Bcl-W
21	Nc1ccc2oc(-c3ccccc3Cl)cc(=O)c2c1O	-4	167*[activator]	-1	-4	107	184*[activator]	11	2	18	0

Other results
nr	compound	Bcl-XL Bim block	RGS7-Gao	Bim-Bfl-1	Bim-Bcl-B	ABCB1 inh	RGS8-Gao reg	RGS4-Gao reg	ABCG2 block	Bim-Bcl-2	GSH bead fluor	Bim-Bcl-W
31	Cc1ccc(CNC(=O)C2CCCN(c3nn4c(=O)cc(C)nc4s3)C2)cc1 (configuration not stated)	-4	?	-6	-2	1.0	99	101	15	0	17	-2
32	CSc1ccccc1C(=O)C1CCCN(S(=O)(=O)c2c(C)noc2C)C1 (configuration not stated)	-6	106	-2	-1	1.9	105	105	3	-1	11	-2
33	COC(=O)c1ccc(-c2nc(O)c3cnccn23)cc1	-10	96	-18	-9	-0.1	99	99	-1	-9	28	-2
34	Cc1nn(CC(=O)NCc2ccccc2)c(=O)c2ccccc12	7	99	-15	-7	0.5	101	102	2	-8	28	2
35	Cn1c(CNS(=O)(=O)c2ccc(Cl)cc2)n[nH]c1=S	-8	98	-8	-21	0.0	99	100	0	-8	13	-3
36	Nc1cc2c(cc1[N+](=O)[O-])OCCOCCOCCO2	6	101	-2	0	0.3	102	100	0	1	24	3
37	CC(C)(C)C(=O)Cn1ncc(Br)c(Br)c1=O	0	86	-5	-4	-0.7	95	90	0	0	20	-1
38	CCOC(=O)C1=C(C)OC(N)=C(C#N)C1c1cncc(-c2ccc(F)cc2)c1 (configuration not stated)	-6	113	-12	-11	2.2	98	96	5	-17	16	-3
39	O=C(Nc1cc(S(=O)(=O)N2CCCC2)ccc1OCC(F)(F)F)c1ccc(F)cc1	-5	101	-3	-8	-0.4	100	100	2	-7	7	-4
40	CC(=O)Nc1ccc(S(=O)(=O)NCCSCc2cccc(Cl)c2)cc1	-7	110	-12	-10	-0.7	108	110	-4	-8	13	-1
41	CCc1ccc(-c2nc(CSCC(=O)N3CCN(c4ncccn4)CC3)c(C)o2)cc1	-1	100	-9	-6	0.3	95	90	5	-5	26	0
42	O=C(O)CCC(=O)NNC(=O)CCC(=O)Nc1ccccc1	-2	102	-3	-6	0.4	103	101	1	-2	17	-3
43	COC(=O)c1sc(S(=O)(=O)N2CCC(C(=O)O)CC2)c(C(=O)OC)c1C	-1	102	-8	0	0.4	100	101	1	-2	7	8
44	O=C(CN(C1CCCCC1)S(=O)(=O)c1ccc(F)cc1)Nc1ccc2c(c1)OCO2	0	98	-6	0	1.4	102	93	13	3	85	-7
45	S=c1[nH]nc(Cn2cnc3ccccc32)n1-c1ccccc1	-12	113	8	-63	-0.3	101	102	-1	-5	15	-7
46	O=C(Nc1nc(-c2ccc3c(c2)OCO3)cs1)c1ccncc1	-3	103	-8	-3	0.1	102	99	2	-1	20	2
47	Cn1c(C2CCCN2C(=O)OC(C)(C)C)n[nH]c1=S (configuration not stated)	-25	103	-12	-14	-1.5	101	99	-2	-12	38	-5
48	O=C(CN1CCN(Cc2ccc(Cl)cc2)C1=O)NCCCN1CCN(c2ccc(F)cc2)CC1	-12	97	-21	-10	0.7	95	95	5	-11	24	-1
49	CC(C)COc1ccc(C(=O)Nc2ccc([N+](=O)[O-])cc2)cc1	1	?	-2	1	0.1	103	100	3	0	11	0
50	O=C1c2cccc3cccc(c23)C(=O)N1CCCCCc1n[nH]c(=S)o1	0	103	-1	-7	-0.8	103	98	1	-2	9	1
51	COC(=O)c1sccc1NC(=S)N1CCCC(C)C1 (configuration not stated)	-5	100	-19	-10	0.2	99	101	16	-12	29	-3
52	CCOC(=O)C1CCCN(Cc2c(Cl)cccc2Cl)C1 (configuration not stated)	-4	95	-1	-3	0.6	100	101	4	-4	27	-3
53	CCOc1cc(C(=O)NCC(C)CN(C)C)cc(OCC)c1OCC (configuration not stated)	-1	96	-14	-10	0.8	101	100	6	-10	27	-2
54	CN(Cc1ccccc1)c1ncc(C=O)s1	-3	102	-4	-4	3.4	103	106	9	-2	11	-4
55	Cc1cccc(/C(N)=N/OC(=O)N2c3ccccc3Sc3ccccc32)c1	3	95	3	2	0.3	98	98	1	3	12	4

One compound at a time, as listed above.
Shown for CC(C)COc1ccc(C(=O)Nc2ccc([N+](=O)[O-])cc2)cc1 = Bcl-XL Bim block: 1; RGS7-Gao: ?; Bim-Bfl-1: -2; Bim-Bcl-B: 1; ABCB1 inh: 0.1; RGS8-Gao reg: 103; RGS4-Gao reg: 100; ABCG2 block: 3; Bim-Bcl-2: 0; GSH bead fluor: 11; Bim-Bcl-W: 0
Shown for Cc1cccc(/C(N)=N/OC(=O)N2c3ccccc3Sc3ccccc32)c1 = Bcl-XL Bim block: 3; RGS7-Gao: 95; Bim-Bfl-1: 3; Bim-Bcl-B: 2; ABCB1 inh: 0.3; RGS8-Gao reg: 98; RGS4-Gao reg: 98; ABCG2 block: 1; Bim-Bcl-2: 3; GSH bead fluor: 12; Bim-Bcl-W: 4

Individual results from the entries so far:
Under Bim-Bcl-2, #33 is listed with -9
Under Bcl-XL Bim block, #34 is listed with 7
Under RGS7-Gao, #54 is listed with 102
Under Bcl-XL Bim block, #43 is listed with -1
